GLS inh = glutaminase GLS (human) inhibition; GLS enzymatic activity, qHTS titration; Potency, µM (highest dose often 45.5 µM), without a hit: at the highest dose activity change, negative = inhibition, hits mostly inhibitors; O94925; 410,000 tested, 0.21% active; also: potency is read from the fitted curve at half-maximal effect; % is scaled to controls: 0 for no effect and ±100 for the full control effect
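Compounds were pin-transferred onto hKGA, after which L-glutamine (1 mM solution) and a detection mix of glutamate oxidase, HRP and Amplex Red were added. Initial and 30 min RT fluorescence reads were collected.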
PGK inhibitor = T. brucei PGK inhibition; 380,000 tested, 0.043% active; P07378; PGK/GAPDH coupled, Kinase-Glo luminescence, 60 min; Potency, µM (titrated, usually from 57.5 µM), without a hit: at the highest dose activity change, negative = inhibition, hits mostly inhibitors; also: potency is read from the fitted curve at half-maximal effect; % is scaled to controls: 0 for no effect and ±100 for the full control effect; nearly all actives have a fitted effect of over 60% in size
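Recombinant glycosomal PGK reaction used 1,3-bisphosphoglycerate generated in-well by GAPDH (100nM final) in 100mM TEA pH 7.6, 5mM MgCl2, 0.01% Tween-20. After 60 minutes at room temperature, ATP was read by Kinase-Glo Plus luminescence end-point.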
IDH1 R132H inh = human IDH1 R132H inhibition; Potency, µM (highest dose often 76.6 µM), for the others: at the highest dose activity change, negative = inhibition, most hits filed as inhibitors; 390,000 tested, 0.093% active; IDH1-R132H enzyme, NADPH consumption, diaphorase/resazurin fluorescence; O75874; also: potency is read from the fitted curve at half-maximal effect; % is scaled to controls: 0 for no effect and ±100 for the full control effect; nearly all actives have a fitted effect of over 65% in size
Target sequence (O75874 whole entry R132H, stated change not applied): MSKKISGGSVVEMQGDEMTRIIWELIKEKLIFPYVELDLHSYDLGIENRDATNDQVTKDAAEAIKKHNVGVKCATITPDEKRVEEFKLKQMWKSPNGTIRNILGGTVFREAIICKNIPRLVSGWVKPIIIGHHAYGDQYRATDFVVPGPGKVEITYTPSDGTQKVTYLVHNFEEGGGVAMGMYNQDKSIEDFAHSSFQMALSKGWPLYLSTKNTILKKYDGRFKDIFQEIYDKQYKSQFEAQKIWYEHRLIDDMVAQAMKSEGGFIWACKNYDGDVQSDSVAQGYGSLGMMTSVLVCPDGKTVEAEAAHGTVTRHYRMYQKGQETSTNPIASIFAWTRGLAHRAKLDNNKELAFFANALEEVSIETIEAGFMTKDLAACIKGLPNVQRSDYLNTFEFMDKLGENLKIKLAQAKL
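IDH1-R132H (0.5 ug/mL dispensed) in pH 7.5 Tris buffer was preincubated 30 min with compound, then given a substrate mix of 0.016 mM NADPH and 2 mM alpha-KG for 80 min at room temperature; remaining NADPH was read by diaphorase/resazurin fluorescence.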
USP1-UAF1 inh = blocks the human USP1/UAF1 deubiquitinase complex; recombinant USP1/UAF1, Ub-Rhodamine cleavage fluorescence; Potency, µM (doses to about 57.1 µM), for the others: at the top dose activity change, negative = inhibition, most hits filed as inhibitors; O94782; 390,000 tested, 0.23% active; AID 743255; also: potency is read from the fitted curve at half-maximal effect; % is scaled to controls: 0 for no effect and ±100 for the full control effect; nearly all actives have a fitted effect of over 60% in size; inactives centre near -12
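USP1/UAF1 complex at 1 nM was preincubated with compound for 15 min at room temperature, then Ub-Rho substrate (150nM final) was added. Fluorescence (480/540 nm) was read kinetically, 6 reads every 60 seconds.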
TrxR1 inh = inhibitors of rat thioredoxin reductase 1 | recombinant rTrxR1, NADPH fluorescence consumption, selenite substrate | O89049 | Potency, µM (doses to about 114 µM), for the others: at the top dose activity change, negative = inhibition, most hits filed as inhibitors | 390,000 tested, 1% active; also: potency is read from the fitted curve at half-maximal effect; % is scaled to controls: 0 for no effect and ±100 for the full control effect; nearly all actives have a fitted effect of over 65% in size
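Rat TrxR1 (90 nM in the dispensed reagent) was pre-reduced with 400 uM NADPH for 5 min at room temperature, then incubated with compound for 15 min. After 400 uM selenite was added, NADPH fluorescence (Ex 340/Em 450 nm) was followed for 8 min.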
HP1b binding inh = HP1-beta chromodomain-methylated histone interaction inhibition. AlphaScreen HP1-beta / biotin-H3K9me3 peptide binding. 390,000 tested, 0.56% active. P83916. AID 540317. Potency, µM (top dose mostly 114 µM), inactives show at the top dose activity change, negative = inhibition, most hits filed as inhibitors; also: potency is read from the fitted curve at half-maximal effect; nearly all actives have a fitted effect of over 70% in size; inactives centre near 23
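Compound inhibition of the preformed complex between 50 nM HP1-beta and 50 nM biotinylated H3K9me3 peptide was read by AlphaScreen. Buffer was PBS pH 7.4 with 0.01% Tween-20. Incubations ran 30 min at room temperature, with 10 ug/mL donor/acceptor beads.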
TrxR1 substrate = rat thioredoxin reductase 1 substrate activity | purified TrxR1 substrate turnover, NADPH consumption readout | O89049 | Potency, µM (doses to about 114 µM), without a hit: top-dose activity change, negative = substrate turnover | AID 588456 | 390,000 tested, 0.01% active; also: potency is read from the fitted curve at half-maximal effect; % is scaled to controls: 0 for no effect and ±100 for the full control effect; nearly all actives have a fitted effect of over 50% in size
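Rat TrxR1, dispensed at 90 nM, was prereduced with 400 uM NADPH (final) for 5 min at ~22 deg C, then incubated with compound 15 min before 400 uM selenite. A first-read NADPH fluorescence drop versus no-compound background flagged substrates.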
PI4K2A block = PI4K2A (human) kinase inhibition | 420,000 tested, 0.13% active | activity change, negative = inhibition, % at 76.9 µM | purified PI4K2A, ADP-Glo luminescence, 1 h; active compounds read low | Q9BTU6; in the data active = activity change below about -50%; inconclusive = mostly about -30% to -49%;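 also: -100% = wells without enzyme as full effect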
Target sequence (Q9BTU6 whole entry, looked up): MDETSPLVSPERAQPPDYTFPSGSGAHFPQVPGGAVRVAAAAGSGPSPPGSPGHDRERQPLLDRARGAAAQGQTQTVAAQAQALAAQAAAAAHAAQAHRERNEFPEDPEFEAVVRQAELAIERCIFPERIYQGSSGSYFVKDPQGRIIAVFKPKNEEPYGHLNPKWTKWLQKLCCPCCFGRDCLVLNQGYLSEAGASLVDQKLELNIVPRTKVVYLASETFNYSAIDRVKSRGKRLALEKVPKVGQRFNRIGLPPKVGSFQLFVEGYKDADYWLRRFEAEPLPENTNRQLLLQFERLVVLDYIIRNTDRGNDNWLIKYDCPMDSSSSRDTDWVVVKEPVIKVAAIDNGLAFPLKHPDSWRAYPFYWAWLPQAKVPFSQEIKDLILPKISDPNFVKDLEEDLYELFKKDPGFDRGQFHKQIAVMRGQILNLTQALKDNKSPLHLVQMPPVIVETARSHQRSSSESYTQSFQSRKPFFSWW
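In this quantitative HTS, ADP production by PI4K2A was quantified luminescently after 1 h at ambient temperature; 100 microM adenosine served as plate-quality control.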
Pin1 inh = inhibitors of human Pin1; Pin1 FP peptide displacement, HiFluor488, 10 min; 390,000 tested, 0.009% active; Potency, µM (titrated, usually from 115 µM), inactives show at the highest dose activity, negative = inhibition, most hits filed as inhibitors; Q13526; active = well fitted inhibition curve with a large enough effect in the polarisation, with a control signal flat, not every such curve was filed as active; inconclusive = small, poorly fitted or top-dose-only effect, or effect the other way, or a change in a side signal; inactive = no such curve, though single readings can be large or run the other way; the % refers to the polarisation; also: potency is read from the fitted curve at half-maximal effect; % is scaled to controls: 0 for no effect and ±100 for the full control effect
Target sequence (Q13526 whole entry, looked up): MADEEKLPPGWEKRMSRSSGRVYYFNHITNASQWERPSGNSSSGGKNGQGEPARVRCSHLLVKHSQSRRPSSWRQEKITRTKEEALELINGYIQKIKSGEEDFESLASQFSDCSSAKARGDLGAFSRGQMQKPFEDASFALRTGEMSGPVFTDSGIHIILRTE
Active calls of the source: *; i = inactive; ? = inconclusive; . = no result given; & = joins results of further samples; [ ] = remark or other dose. Unless noted, calls follow the shape of the dose curve; as a rule, active = well fitted curve in the direction sought with a large enough effect; inconclusive = small, poorly fitted or top-dose-only effect, or another doubt; inactive = no such curve, though single readings can be large; an effect the other way counts as inactive or inconclusive. A portion of the library. The share of hits here may be higher or lower than overall.

GLS inh | PGK inhibitor | IDH1 R132H inh | USP1-UAF1 inh | mol | TrxR1 inh | HP1b binding inh | TrxR1 substrate | PI4K2A block | Pin1 inh
-4.4% | -1.6% | 10.5% | -15.4% | CC(=O)C1=C(C)N(Cc2ccccc2)C(=O)N[C@H]1CCc1ccccc1 | 4.5%[57.1 µM] | 30.4% | -3.4% | 4.0 | 1.9%
16.4% | 0.2% | 3.9% | -26.5% | COC(=O)Nc1ccc2c(c1)N(C(=O)CCN(C)C)c1ccccc1CC2 | -0.3% | 39.3%[activator] | -5.7% | -6.3 | -9.1%
-3.3% | -4.3% | 10.6% | -16.7% | Cc1ccccc1C(=O)NC1CCCN(Cc2ccccc2F)C1 (stereo unspecified) | -50.3%[2.29 µM] | 46.6%[activator] | 4.7% | -3.5 | 0.3%
9.0% | 7.5% | 11.9% | ? | CN(Cc1ccccc1)C(=O)C1CCN(S(=O)(=O)Cc2ccccc2)CC1 | 17.6% | 28.5% | 6.6% | -1.6 | 1.9%
-9.5% | -1.2% | 1.8% | -0.6% | Cc1ccc(N2CC(C(=O)Nc3nccs3)CC2=O)cc1Cl (stereo unspecified) | 27.7% | 6.8% | 14.1% | -3.0 | -5.3%
8.4% | 3.1% | -9.5% | -5.1% | Cc1cc(C(=O)N2CCN(Cc3ccccc3)CC2)on1 | -14.8% | 47.3%[activator] | -0.2% | -5.4 | 8.9%
-3.9% | -2.0% | 9.9% | -11.8% | Cn1cc(CNCc2ccccc2OCC(O)CN2CCc3ccccc3C2)cn1 (stereo unspecified) | 32.9%[57.1 µM] | 30.8% | 7.0%[57.1 µM] | 0.7 | 0.2%
14.8% | -3.9% | 2.0% | -16.5% | COc1cccc(NC(=S)N2CCC(c3ccc(C)cc3)C2)c1 (stereo unspecified) | 10.2% | 13.0% | -6.8% | -3.5 | ?
-7.6% | -0.9% | 6.7% | 25.1µM* | O=C(NCc1ccc(OC(F)(F)F)cc1)c1cccc2c1C(=O)c1ccc(N3CCCCC3)cc1S2(=O)=O | -8.1% | 41.0%[activator] | -4.7% | 1.7 | ?
1.5% | i | 0.0% | -4.1% | CCOC(=O)N1CCN(Cc2nc3cc(NC(=O)CC(C)C)ccc3n2C)CC1 | 13.2% | 20.1% | -3.5% | 1.3 | -10.5%
3.1% | -6.1% | 2.1% | -3.2% | CC1CC(C)(C)N(C(=O)CN2C(=O)c3ccccc3C2=O)c2ccccc21 (stereo unspecified) | 8.1% | 25.1% | -7.6% | -0.1 | -0.7%
5.6% | -7.9% | 1.8% | -3.9% | O=C1C=C(c2cccs2)CC(c2cccs2)C1n1cnc([N+](=O)[O-])c1 (stereo unspecified) | 12.1%[57.1 µM] | -14.8% | 10.0%[57.1 µM] | -5.4 | -1.8%
9.3% | -12.2% | -7.0% | -3.0% | COc1ccccc1-n1c(=O)c(C#N)c(-c2ccc([N+](=O)[O-])cc2)c2cc(C(=O)c3cc(F)ccc3O)cnc21 | 11.0% | 16.5% | -3.8% | -4.3 | -0.1%
-8.9% | . | . | -31.3% | COc1ccc(C(=O)c2c(N)c(-c3nc(-c4ccc(OC)cc4)cs3)c3ccccn23)cc1 | 11.9% | 58.7%[activator] | 4.0% | 3.5 | 4.1%
-0.3% | -6.8% | 9.5% | -15.3% | Fc1ccccc1Cn1c(-c2ccccc2)nc2ccccc21 | 16.8% | 98.2%[activator] | 6.0% | -1.8 | -3.8%
-0.8% | -9.3% | -1.6% | -5.0% | Cc1ccc(NC(=O)C2CCCN(S(=O)(=O)c3c(C)noc3C)C2)c(C)c1 (stereo unspecified) | -0.1% | 12.6% | -1.9% | -13.2 | -1.7%
-0.1% | 1.3% | 1.8% | -14.7% | Nc1cc(S(=O)(=O)Nc2ccc(Br)cc2)ccc1Cl | 6.5% | 15.6% | -4.5% | 7.3 | 1.0%
-2.6% | -6.9% | 1.5% | -7.2% | Cc1ccc(S(=O)(=O)Oc2ccccc2/C=N/Nc2ccc(C(=O)O)cc2)cc1 | -7.5% | -17.4% | -16.0% | -2.2 | -1.5%
4.5% | 7.4% | 23.9% | -14.7% | CSc1ccc(C(=O)C2CCCN(Cc3ccc(N4CCNC4=O)cc3)C2)cc1 (stereo unspecified) | 17.7% | 15.4% | 6.5% | 3.6 | -1.6%
13.8% | 3.7% | -1.0% | -2.6% | COc1ccc(C(=O)N2CCSC2=S)cc1OC | -12.0% | 40.7%[activator] | -8.5% | -2.0 | 2.1%
-11.1% | 0.2% | 0.1% | -6.1% | CCC(C)c1ccccc1NC(=O)c1cc(C)no1 (stereo unspecified) | 5.0% | 11.7% | -30.5% | -1.9 | -2.2%
-2.8% | -0.8% | 6.7% | -24.2% | Cc1sc2ncnc(N3CCC(C(=O)Nc4ccc(OC(F)F)c(Cl)c4)CC3)c2c1C | -9.3% | 28.1% | -11.4% | -4.6 | ?
-8.3% | -2.3% | 2.8% | -6.7% | O=C(CCNS(=O)(=O)c1ccccc1)NNC(=O)c1cccc(Cl)c1 | 5.2% | 31.5% | -0.6% | -4.2 | 2.9%
24.6% | i | 3.9% | -15.1% | CCCC(c1nnnn1Cc1ccc(OC)cc1)N1CCN(c2ccccc2)CC1 (stereo unspecified) | 11.2%[57.1 µM] | -24.5% | -6.9%[57.1 µM] | -6.5 | 11.6%
4.7% | 5.3% | -2.0% | ? | COC(=O)c1ccc(OCC(=O)N2CCCc3ccccc32)cc1 | 0.3% | 36.4% | -2.0% | -1.8 | 1.4%
-9.5% | -0.7% | 3.9% | -23.7% | Cc1ccc(C(=O)N[C@H](C(=O)N2CCN(c3ncccn3)CC2)C(C)C)cc1 | . | . | . | 6.3 | .
30.5% | -0.8% | 0.1% | -8.2% | CCOC(=O)c1ccc(NC(=S)NNC(=O)C2(C)CC2(Cl)Cl)cc1 (stereo unspecified) | ? | -1.6% | -7.9% | -4.8 | 5.5%
-2.3% | -0.7% | -3.2% | -11.0% | O=C(CSc1nc(=O)[nH]c2c1CCC2)NCc1ccc(F)cc1 | 11.3%[57.1 µM] | 40.9% | 2.0%[57.1 µM] | 1.9 | 3.6%
? | -1.2% | 14.4% | ? | COc1cc(/C=C/C(=O)OCC(=O)Nc2cccc(F)c2)ccc1O | 6.4%[57.1 µM] | 31.0% | -6.2%[57.1 µM] | -7.6 | 2.6%
2.1%&0.9% | -12.5% | 17.0%&0.0% | ? | COc1cccc(CNc2ccc3c(c2)ncn3C)c1OC | 10.8%[57.1 µM] | -4.4%&8.4% | 24.5%&16.5% | -1.6&3.0 | -1.0%&-0.6%
5.9% | 2.1% | -1.4% | -15.3% | COC(=O)c1ccccc1NC(=O)c1cc2nc(-c3ccccc3)cc(-c3ccccc3)n2n1 | 15.2% | 46.8%[activator] | 6.5% | 0.5 | -2.1%
-4.2% | -7.6% | -5.2% | -8.9% | Cc1cc(C)nc(NS(=O)(=O)c2ccc(NC(=O)CCN3C(=O)c4ccccc4C3=O)cc2)n1 | 11.1% | 9.3% | -5.8% | 0.8 | 2.1%
4.1% | -1.4% | 6.7% | -2.4% | COc1nn(CC(=O)N2N=C(C)CC2(O)C(F)F)cc1[N+](=O)[O-] (stereo unspecified) | -8.1% | 12.7% | -8.7% | -8.0 | 0.4%
4.8% | -0.6% | 0.6% | -13.4% | COc1ccc(C2CC(c3cccs3)=NN2C(=O)CSc2nc3ccccc3o2)cc1 (stereo unspecified) | 1.4% | 22.4% | 33.6%[activator] | 1.8 | 12.7%
3.0% | -9.2% | -0.6% | 2.2% | N=c1n(Cc2ccccc2)c2ccccc2n1Cc1ccccc1 | 12.8% | 10.7% | 1.2% | -4.6 | -2.1%
20.2% | -1.8% | 8.6% | -8.7% | Cc1ccc(Nc2n[nH]c(=S)s2)cc1 | . | . | . | -7.8 | .
2.9% | -5.0% | 6.7% | -17.3% | O=C(Nc1ccccc1)c1ccc(CSc2ncccn2)cc1 | 2.9%[57.1 µM] | 15.0% | 11.5%[57.1 µM] | -18.0 | ?
-3.3% | 3.8% | -10.7% | -15.5% | CC(=O)c1c(C)n(S(=O)(=O)c2ccc(Cl)cc2)c2ccc(NS(=O)(=O)c3ccc(Cl)cc3)cc12 | 9.8% | 9.5% | 1.4% | 3.0 | -1.6%
0.4% | -5.1% | -3.3% | -4.4% | Cc1nc(-c2ccccn2)sc1C(=O)Nc1ccc(F)cc1F | -13.5% | 20.7% | -13.6% | 5.4 | -8.7%
2.6% | 1.7% | 0.2% | -4.1% | COC(=O)c1cn(C(=O)c2ccc(C)cc2C)c2ccccc12 | -19.8% | 89.4%[activator] | -14.1% | 1.8 | 7.8%
-4.9% | -10.5% | -1.9% | -17.5% | CNS(=O)(=O)c1cccc(C(=O)NCC(c2cccs2)N(C)C)c1 (stereo unspecified) | 12.2% | 2.0% | -0.6% | 2.2 | 2.7%
-5.6%&0.4% | 4.2%&-8.4% | -4.9%&-11.7% | 3.7%&-18.8% | CCCCNC(=O)CCn1nc(-c2ccc(Cl)cc2)c2ccccc2c1=O | 3.9%[57.1 µM] | 11.5%&27.9% | 7.5%[57.1 µM] | 0.8&-2.6 | 3.8%&-1.3%
8.5%&2.9% | -10.0% | 0.0%&1.6% | -14.0%&-21.0% | Cc1cc(C)cc(NS(=O)(=O)c2cc3[nH]c(=O)c(=O)[nH]c3cc2C)c1 | 14.5%[57.1 µM] | 35.1%&7.3% | 5.4%[57.1 µM] | 3.1&-3.9 | -4.1%&-9.1%

Screens as filed in PubChem.
